# Screens deposited in PubChem BioAssay by National Center for Advancing Translational Sciences (NCATS).
# HEK293 tox = kills HEK 293 cells | Potency, µM (titrated, usually from 115 µM), inactives show at the highest dose activity change, negative = cytotoxicity, actives largely listed as inhibitors | HEK 293 viability, ATP luminescence (CellTiter-Glo), 48-72 h | AID 1345083 | 94,000 compounds, 6.6% hits; also: potency is read from the fitted curve at half-maximal effect; nearly all actives have a fitted effect of over 60% in size
#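 CellTiter-Glo luminescence (cellular ATP) was read after 48 or 72 hr of compound exposure at 37 degree Celsius. Cells were HEK 293 plated at 250 cells/well.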
# NIH3T3 tox = kills NIH 3T3 cells | NIH 3T3 viability, CellTiter-Glo ATP luminescence, 48-72 h | Potency, µM (titrated, usually from 96.7 µM), for the others: at the top dose activity change, negative = cytotoxicity, most hits filed as inhibitors | 94,000 compounds, 4.3% hits | AID 1345082; also: potency is read from the fitted curve at half-maximal effect; nearly all actives have a fitted effect of over 55% in size
#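 ATP-dependent luminescence (CellTiter-Glo) served as the viability signal for NIH 3T3 cells treated with compound for 48 or 72 hr at 37 °C.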
# SNCA expr inh = SNCA gene expression inhibition. HEK-293 SNCA-luciferase knock-in, luminescence, 24 h. Potency, µM (top dose mostly 57.2 µM), inactives show top-dose activity change, negative = inhibition, usual class: inhibitors. 140,000 compounds, 0.17% hits. AID 1671194;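 also: potency is read from the fitted curve at half-maximal effect; plate controls were DMSO cells for no effect and cell-free wells for full effect; nearly all actives have a fitted effect of over 45% in size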
# GPT2 inh = GPT2 alanine aminotransferase inhibition. 100,000 compounds, 0.25% hits. Q8TD30. Recombinant GPT2, coupled pyruvate oxidase/HRP Amplex Red fluorescence. Potency, µM (titrated, usually from 57.7 µM), for the others: at the highest dose activity change, negative = inhibition, actives largely listed as inhibitors; also: potency is read from the fitted curve at half-maximal effect; nearly all actives have a fitted effect of over 60% in size; many of its hits are not listed in these tables
# Target sequence (Q8TD30 whole entry, looked up): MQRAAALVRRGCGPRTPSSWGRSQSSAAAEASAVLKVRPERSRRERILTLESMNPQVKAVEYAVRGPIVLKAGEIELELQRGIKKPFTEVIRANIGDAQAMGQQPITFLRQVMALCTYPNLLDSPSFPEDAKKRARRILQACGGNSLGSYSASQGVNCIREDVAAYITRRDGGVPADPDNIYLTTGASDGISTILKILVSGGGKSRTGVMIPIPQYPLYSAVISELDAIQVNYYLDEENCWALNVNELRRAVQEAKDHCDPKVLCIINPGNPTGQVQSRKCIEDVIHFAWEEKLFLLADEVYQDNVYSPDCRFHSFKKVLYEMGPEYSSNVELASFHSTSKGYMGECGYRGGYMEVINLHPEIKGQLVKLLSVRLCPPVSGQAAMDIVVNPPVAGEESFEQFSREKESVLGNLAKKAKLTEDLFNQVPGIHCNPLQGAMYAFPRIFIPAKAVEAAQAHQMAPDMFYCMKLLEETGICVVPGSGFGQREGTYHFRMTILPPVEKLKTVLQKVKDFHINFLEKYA
#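 Fluorescence of coupled pyruvate oxidase/HRP/Amplex Red system (50uM Amplex, 30 min, dark) reports pyruvate formed by GPT2. Enzyme reaction: 10ng/uL GPT2, 2mM L-alanine, 250uM a-KG, 30 min room temperature, pH 7.5; 50uM AOA control.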
# IP6K1 inh = blocks human inositol hexakisphosphate kinase 1 | AID 1645851 | 140,000 compounds, 0.81% hits | activity change, % (series mostly up to about 58 µM) | IP6K1 kinase, ADP-Glo luminescence, 2 h; stronger effect = lower value | Q92551; in the data active = activity change below about -25%
# Target sequence (Q92551 whole entry, looked up): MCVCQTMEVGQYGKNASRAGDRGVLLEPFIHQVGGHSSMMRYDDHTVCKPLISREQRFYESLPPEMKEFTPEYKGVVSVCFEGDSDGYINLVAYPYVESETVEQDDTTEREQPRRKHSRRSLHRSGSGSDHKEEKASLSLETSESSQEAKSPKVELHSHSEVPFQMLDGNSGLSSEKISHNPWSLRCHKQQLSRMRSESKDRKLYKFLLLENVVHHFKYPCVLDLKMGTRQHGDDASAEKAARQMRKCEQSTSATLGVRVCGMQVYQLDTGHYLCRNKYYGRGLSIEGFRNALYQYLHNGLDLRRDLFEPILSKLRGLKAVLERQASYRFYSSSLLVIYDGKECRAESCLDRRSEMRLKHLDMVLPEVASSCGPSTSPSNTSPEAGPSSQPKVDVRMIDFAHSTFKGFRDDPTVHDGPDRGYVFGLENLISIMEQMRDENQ
#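 ADP-Glo luminescence measures ADP made by human IP6K1 during a 2 h RT reaction with ATP/IP6 (mix at 1.3 mM/130 uM); top library doses 57.5 and 19.1 uM final.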
# FLuc inh = Photinus pyralis luciferase inhibition | P08659 | purified P. pyralis luciferase, luminescence, biochemical | Potency, µM (titrated, usually from 115 µM), for the others: at the highest dose activity change, negative = inhibition, actives largely listed as inhibitors | 76,000 compounds, 2.5% hits | AID 1347043; also: potency is read from the fitted curve at half-maximal effect; nearly all actives have a fitted effect of over 65% in size
#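 FLuc 10nM, D-luciferin 10uM, ATP 10uM, Mg acetate 10mM, Tris acetate pH 7.5, Tween/BSA; cpd qHTS; enzyme added last; CCD luminescence.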
# SNCA viab count = cell viability loss counter-screen. HEK-293-SNCA-luc viability, GF-AFC fluorescence, 24 h. Potency, µM (series often up to 57.1 µM), for inactives: at the top dose activity change, negative = cytotoxicity, hits mostly cytotoxic. 150,000 compounds, 0.12% hits. AID 1671193;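 also: potency is read from the fitted curve at half-maximal effect; 0% = DMSO-treated cells and -100% = medium-only wells without cells; nearly all actives have a fitted effect of over 30% in size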
#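 Cytotoxicity counterscreen: after 24 h compound treatment of genome-edited SNCA-luciferase HEK-293 cells, live-cell protease substrate GF-AFC read by fluorescence after 30 min; activity scaled between DMSO (0%) and medium-only (-100%), curves Hill-fitted.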
# The depositor's hits bear a star; i = inactive; u = inconclusive; x = not tested or not shown; & = joins results of further samples; [ ] = another dose, or the depositor's remark. Unless noted, calls follow the shape of the dose curve; as a rule, active = well fitted curve in the direction sought with a large enough effect; inconclusive = small, poorly fitted or top-dose-only effect, or another doubt; inactive = no such curve, though single readings can be large; an effect the other way counts as inactive or inconclusive. Unless noted, % is scaled to controls: 0 for no effect and ±100 for the full control effect. These rows are one share of the data; rates above refer to the full screens.
SMILES,HEK293 tox,NIH3T3 tox,SNCA expr inh,GPT2 inh,IP6K1 inh,FLuc inh,SNCA viab count
Cn1c(CCNC(=O)Cn2nc3c(cc2=O)CCCC3)nc2ccccc21,4%,i,-18%,3%,6,-3%,1%
CN1c2cc(C(=O)NCc3ccncc3)ccc2C(=O)N2CCCCC21 (stereo not drawn),u,u,-22%,i,-10,10%,7%[12.5 µM]
O=C(c1ccc(Cn2ccnc2)o1)N1CCCCCC1c1nnc(-c2ccccc2)o1 (stereo not drawn),-11%,u,u,i,-17,-4%,u
COc1ccc(C(=O)N2CCN(c3ccc4nnc(C5CC5)n4n3)CC2)cc1,-8%&-14%,u,x,x,10&-1,x,x
Fc1ccc(CN2CCC(Cc3nc(-c4cccnc4)n[nH]3)C2)c(F)c1 (stereo not drawn),u,-9%,7%,-7%,-3,-2%,2%
Cc1ccc(-c2nnc([C@H]3CCN(C(=O)COCC(=O)O)C3)o2)cc1,1%[172 µM],2%[174 µM],2%[87.6 µM],-4%[88.5 µM],12,11%[172 µM],1%[87.6 µM]
COc1ccccc1-c1nc(C2CC(=O)N(c3ccc(F)c(Cl)c3)C2)no1 (stereo not drawn),u,u,u,i,-14,-8%,u
COc1ccc(-c2cc(-c3cccc(NC(C)=O)c3)cn3cncc23)cn1,u,u,9%[87.6 µM],-13%[88.5 µM],-12,-25%[172 µM],-7%[87.6 µM]
O=C(NC1CCCCC1)C1CN(C(=O)c2cccc(Br)c2)CC12CCOCC2 (stereo not drawn),-8%,0%,-11%,i,-5,7%,1%
CCC(=O)N1CCc2c(sc3ncnc(NCCc4ccccc4)c23)C1,u,u,17%,i,-9,-4%,-15%
CCc1ccc(NC(=O)c2ccc(NS(=O)(=O)c3c(C)noc3C)cc2)cc1,x,x,7%,x,9,x,-10%
CC(CNC(=O)Cn1ccc2cc(S(=O)(=O)N3CCCCC3)ccc21)c1ccccc1 (stereo not drawn),x,x,-21%,x,-1,x,1%
O=C(c1ccccc1)N1CCCCC1c1nc(C2CC2)n[nH]1 (stereo not drawn),12%,i,-21%,-4%,3,0%,7%
COC(=O)C1=CN(CC(=O)Nc2ccccc2Cl)S(=O)(=O)N=C1C,-1%,-3%,1%,i,-9,-9%,-8%
CCn1nccc1C(=O)N1CCc2ncnc(N3CCOCC3)c2CC1,-13%,-2%,5%,i,0,-4%,2%
Cc1ccc(NC(=O)CCCc2nnc3n(C)c(=O)c4sccc4n23)cc1C,x,x,28%,x,39,x,2%
CCCCCc1nn2cc(-c3ccccc3)nc2s1,x,x,u,x,28,x,0%
COc1cc(Cl)ccc1OC(=O)c1cn(-c2ccccc2OC)c(=O)c2ccccc12,x,x,3%,x,-5,x,18%
CC(=O)N1CCCC2(CC(c3ccccn3)=NO2)C1 (stereo not drawn),i,1%[174 µM],-4%[87.6 µM],2%[88.5 µM],-3,x,2%[87.6 µM]
O=C1NC2(CCN([S+](=O)([O-])c3cccc(C(F)(F)F)c3)C2)N=C1c1cccnc1 (stereo not drawn),-2%,-13%,0%,-5%,4,6%,-10%
Oc1c(C(c2cccc(Cl)c2)N2CCOCC2)sc2nc(-c3ccco3)nn12 (stereo not drawn),x,x,7%,x,24,x,-14%
COCCN1Cc2ccc(NCC(C)C)nc2C(C)(C(=O)Nc2cccc(F)c2)C1 (stereo not drawn),45µM*,25µM*,-17%[87.6 µM],3%[88.5 µM],6,-2%[172 µM],-3%[87.6 µM]
COc1cccc(NC(=O)C2CCCN(Cc3cccnc3)CCC(=O)NCC2)c1 (stereo not drawn),-4%,-14%,17%,u,3,-11%,-1%
COc1cccc(NC(=O)C2CC(=O)N(c3ccc(Br)cc3)C2)c1 (stereo not drawn),x,x,15%,x,14,x,2%
CCC1(O)CCC12CCN(C(=O)c1ccoc1)CC2 (stereo not drawn),0%,-19%,12%,u,-13,-12%,2%
CN1c2cc(C(N)=O)ccc2C(=O)N2CCCCC21 (stereo not drawn),3%,-4%,-7%,i,4,-9%,u
CCCC(=O)Oc1c(Sc2ccc(Cl)cc2)c(C)nn1-c1ccccc1,x,x,-1%,x,5,x,-4%
COCC(=O)N1CCC(N2C(=O)c3c(c(C)nn3-c3ccccc3)C2C(C)C)C1 (stereo not drawn),-3%,-17%,x,x,-10,x,x
Cc1cccnc1NC(=O)C1c2ccccc2C(=O)N(Cc2ccccc2)C12CCCC2 (stereo not drawn),-13%,-9%,-12%,-16%,1,3%,-8%
CCNc1ncnc2sc3c(c12)CCN(C(=O)CCOC)C3,4%,-9%,-14%,i,-9,-7%,7%
CN(CC1(C)CCOCC1)C(=O)c1ccccc1Cl,-1%,i,u,4%,10,-15%,5%
COc1cc(NC(=O)CCCOc2cc(=O)n(C)c3ccccc23)cc(OC)c1OC,x,x,5%,x,-15,x,7%
COc1cccc(-c2nc(CS(=O)CC(=O)N3CCN(c4cccc(C(F)(F)F)c4)CC3)c(C)o2)c1 (stereo not drawn),x,x,u,x,10,x,-28%
COc1ccccc1CNc1ncnc2onc(-c3ccc(Cl)cc3)c12,x,x,-1%,x,8,x,-2%
O=C(NCC(F)(F)F)C1CCN(c2ccnc3ccnn23)CC1,u,u,3%[87.6 µM],i,8,x,8%[87.6 µM]
O=C1CCN(C(=O)C2CCN(C(=O)C3COc4ccccc4O3)CC2)CCCCCCN1 (stereo not drawn),-5%,-9%,38%[activator],-2%,-8,-4%,8%
O=C(C1CC1)N1CCN(Cc2ccccc2-c2ccccc2F)CC1,u,u,18%,0%,25,x,0%[12.5 µM]
Cn1c(=O)[nH]c2cc(-c3noc(-c4ccc(C#N)cc4)n3)ccc21,x,x,-22%,x,-11,x,11%
Cc1ccc([S+](=O)([O-])N2CCC3(C2)C(=O)N(CCc2ccccc2)c2ccccc23)cc1 (stereo not drawn),u,u,u,i,3&9,-1%&2%,u
COC(=O)[C@H](Cc1ccc(OC)cc1)NC(=O)[C@@H]1CNCCN1S(C)(=O)=O,-22%[172 µM],4%[174 µM],-23%[87.6 µM],0%[88.5 µM],-4,-3%[172 µM],-3%[87.6 µM]

# Arranged by molar mass (descending): some entries from above
SMILES,HEK293 tox,NIH3T3 tox,SNCA expr inh,GPT2 inh,IP6K1 inh,FLuc inh,SNCA viab count
COc1cccc(NC(=O)C2CC(=O)N(c3ccc(Br)cc3)C2)c1 (stereo not drawn),x,x,15%,x,14,x,2%
COc1ccccc1CNc1ncnc2onc(-c3ccc(Cl)cc3)c12,x,x,-1%,x,8,x,-2%
CCC1(O)CCC12CCN(C(=O)c1ccoc1)CC2 (stereo not drawn),0%,-19%,12%,u,-13,-12%,2%

# Following part:
SMILES,HEK293 tox,NIH3T3 tox,SNCA expr inh,GPT2 inh,IP6K1 inh,FLuc inh,SNCA viab count
COc1ccc(C(=O)NC2CCN(c3cnn(C)c(=O)c3)CC2)cc1F,3%,i,-8%,i,8,3%,-22%
O=C(c1nnc(CN2CCC(F)(F)CC2)n1-c1cccnc1)N1CCC[C@@H]1C(c1ccccc1)c1ccccc1,-24%,25µM*,4%,-28%,-7,3%,-3%
CC(=O)c1cccc(NC(=O)Cn2c(-c3ccc(Cl)cc3)nc(C)cc2=O)c1,u,-24%,u,2%,3,2%,-18%
O=C(CSc1ncc2c(n1)-c1ccccc1N(Cc1ccc(Cl)cc1)S2(=O)=O)c1ccccc1,x,x,2%,x,40,x,5%
NC(=O)C1(C(=O)N2CCc3ncnc(N4CC=CC4)c3CC2)CC1,3%,-5%,5%,5%,-8,9%,-1%

# A stretch of the results above, for reference:
SMILES,HEK293 tox,NIH3T3 tox,SNCA expr inh,GPT2 inh,IP6K1 inh,FLuc inh,SNCA viab count
CN(CC1(C)CCOCC1)C(=O)c1ccccc1Cl,-1%,i,u,4%,10,-15%,5%
COc1cc(NC(=O)CCCOc2cc(=O)n(C)c3ccccc23)cc(OC)c1OC,x,x,5%,x,-15,x,7%
COc1cccc(-c2nc(CS(=O)CC(=O)N3CCN(c4cccc(C(F)(F)F)c4)CC3)c(C)o2)c1 (stereo not drawn),x,x,u,x,10,x,-28%
COc1ccccc1CNc1ncnc2onc(-c3ccc(Cl)cc3)c12,x,x,-1%,x,8,x,-2%
O=C(NCC(F)(F)F)C1CCN(c2ccnc3ccnn23)CC1,u,u,3%[87.6 µM],i,8,x,8%[87.6 µM]
O=C1CCN(C(=O)C2CCN(C(=O)C3COc4ccccc4O3)CC2)CCCCCCN1 (stereo not drawn),-5%,-9%,38%[activator],-2%,-8,-4%,8%
O=C(C1CC1)N1CCN(Cc2ccccc2-c2ccccc2F)CC1,u,u,18%,0%,25,x,0%[12.5 µM]
Cn1c(=O)[nH]c2cc(-c3noc(-c4ccc(C#N)cc4)n3)ccc21,x,x,-22%,x,-11,x,11%
Cc1ccc([S+](=O)([O-])N2CCC3(C2)C(=O)N(CCc2ccccc2)c2ccccc23)cc1 (stereo not drawn),u,u,u,i,3&9,-1%&2%,u
COC(=O)[C@H](Cc1ccc(OC)cc1)NC(=O)[C@@H]1CNCCN1S(C)(=O)=O,-22%[172 µM],4%[174 µM],-23%[87.6 µM],0%[88.5 µM],-4,-3%[172 µM],-3%[87.6 µM]
COc1ccc(C(=O)NC2CCN(c3cnn(C)c(=O)c3)CC2)cc1F,3%,i,-8%,i,8,3%,-22%
O=C(c1nnc(CN2CCC(F)(F)CC2)n1-c1cccnc1)N1CCC[C@@H]1C(c1ccccc1)c1ccccc1,-24%,25µM*,4%,-28%,-7,3%,-3%
CC(=O)c1cccc(NC(=O)Cn2c(-c3ccc(Cl)cc3)nc(C)cc2=O)c1,u,-24%,u,2%,3,2%,-18%
O=C(CSc1ncc2c(n1)-c1ccccc1N(Cc1ccc(Cl)cc1)S2(=O)=O)c1ccccc1,x,x,2%,x,40,x,5%
NC(=O)C1(C(=O)N2CCc3ncnc(N4CC=CC4)c3CC2)CC1,3%,-5%,5%,5%,-8,9%,-1%
